# tim23-1 inh – tim23-1 yeast growth inhibition; S. cerevisiae tim23-1 growth, BacTiter-Glo luminescence, 24 h; inhibition, % at 20 µM; hit rate 1.3% among 330,000; AID 463212;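 active = growth inhibition of the mutant yeast at or above 50%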;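 note: temperature-sensitive mutant grown at 25 °C; plate controls were DMSO-treated mutant yeast for no effect and medium wells lacking yeast for full effect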
# XBP1 UPR activ – activators of adaptive arm of unfolded protein response (XBP1). hit rate 0.33% among 330,000. activation, % at 20 µM. CHO-XBP1 luciferase reporter, IRE1-XBP1 UPR activation, luminescence; percent of tunicamycin response, DMSO as zero;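 active = versus positive control, 20 µM dose yields 30% or more activation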;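 note: 100% = tunicamycin at 10 µg/mL and 0% = DMSO only wells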
#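 Assay system: IRE1-XBP1 luciferase reporter CHO line. Input: 1000 cells/well. Buffer or medium: F12 with 10% serum. Doses: 20 µM, 1% DMSO. Times: overnight seeding at 37 °C, 6 h compound treatment at 37 °C. Technique: Steady-Glo luciferase glow luminescence, 10 min after reagent addition.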
# NALP3 yeast inh – inhibitors of NALP3 inflammasome in yeast | AID 2825 | hit rate 0.39% among 330,000 | inhibition, % at 10 µM | Yeast reconstituted NLRP3/ASC/caspase-1, beta-gal luminescence, 24 h;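 active = inhibition of 50% or more; inactive = inhibition below 50%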;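 note: plate controls were induced DMSO wells for no effect and uninduced yeast grown without galactose for full effect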
# CHOP UPR activ – apoptotic UPR (CHOP) activation; AID 449763; hit rate 0.34% among 330,000; CHO-CHOP luciferase reporter, luminescence; percent of tunicamycin response over DMSO baseline; activation, % at 10 µM;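 active = at 10 µM dose, activation of 40% or more, normalized to positive control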;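 note: 100% = tunicamycin at 10 µg/mL and 0% = DMSO alone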
#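 Test system: CHO CHOP reporter cells. Input: 500 CHO-CHOP cells per well. Medium: F12 with 10% FBS. Technique: luciferase luminescence. Measure: percent activation relative to tunicamycin control. Dosing: 10 µM compound, 0.5% DMSO. Timing: 16-18 h cell attachment, then 6 h compound exposure, 37 °C.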
# Mdm2 MdmX PPI – inhibitors of human Mdm2/MdmX interaction. inhibition, % at 8 µM. SaOS-2 split-luciferase Mdm2/MdmX complementation, luminescence. hit rate 3% among 330,000. AID 485346;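 active = inhibition of at least 50% at 8 µM in the primary screen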
# GRIN3A LBD mod – modulators (binders) of human NR3A ligand-binding domain; Tm shift relative to glycine control, % at 25 µM; NR3A LBD differential scanning fluorimetry, Tm shift; 0% = protein alone, 100% = glycine-bound protein; hit rate 2.5% among 340,000;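 active = melting temperature shift of at least 10% of the positive control shift, at one fixed dose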
# tim10-1 inh – growth inhibitors of tim10-1 mutant yeast. S. cerevisiae tim10-1 ts strain growth, BacTiter-Glo, 24 h. hit rate 2.2% among 330,000. AID 463190. inhibition, % at 20 µM;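 active = inhibition of at least 40%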;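 note: mutant grown at 25 °C; 0% = DMSO wells with yeast and 100% = wells holding no yeast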
# TIM10 inh – growth inhibitors of TIM10 yeast strain. S. cerevisiae TIM10 strain growth, BacTiter-Glo luminescence, 24 h. inhibition, % at 10 µM. hit rate 1.4% among 330,000;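 active = inhibition of 40% or more at the single tested concentration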;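 note: wild-type TIM10 isogenic control strain grown at permissive 25 °C; 0% = DMSO yeast wells and 100% = minimal medium wells without yeast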
# APJ agonist – APJ receptor agonism. P35414. CHO-K1 APJ PathHunter beta-arrestin, luminescence; 0% DMSO wells, 100% apelin. activation, % at 20 µM. hit rate 0.11% among 330,000;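 active = activation more than six SD over the plate average, tested at 20 µM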;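 note: 0% = DMSO alone and 100% = apelin-13 at 10 nM; some results filed as inactive read as strong as hits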
# Target sequence (P35414 whole entry, looked up): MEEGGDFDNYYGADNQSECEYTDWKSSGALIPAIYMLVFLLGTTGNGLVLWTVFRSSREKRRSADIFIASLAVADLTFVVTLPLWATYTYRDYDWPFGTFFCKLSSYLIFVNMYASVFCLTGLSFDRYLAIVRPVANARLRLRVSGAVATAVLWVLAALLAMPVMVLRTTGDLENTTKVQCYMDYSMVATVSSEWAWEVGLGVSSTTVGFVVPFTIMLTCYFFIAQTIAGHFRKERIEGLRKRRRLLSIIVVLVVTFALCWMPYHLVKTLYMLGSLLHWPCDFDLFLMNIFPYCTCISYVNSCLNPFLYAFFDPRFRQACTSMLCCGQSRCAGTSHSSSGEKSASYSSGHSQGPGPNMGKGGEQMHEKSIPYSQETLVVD
#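 Test system: CHO-K1 APJ beta-arrestin complementation cell line | Compound: Single test compound dose, 20 µM final, 1% DMSO | Incubation: Compound 90 min 25 °C, reagent 1 h | Measured by: beta-gal luminescence | Read-out basis: APJ–arrestin association signal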
# * hit, by the source's call; x = no result given. No enrichment for hits (roughly 8.2% active in at least one column).
structure	tim23-1 inh	XBP1 UPR activ	NALP3 yeast inh	CHOP UPR activ	Mdm2 MdmX PPI	GRIN3A LBD mod	tim10-1 inh	TIM10 inh	APJ agonist
CC(=O)Nc1ccc(S(=O)(=O)Nc2c(C)nn(-c3ccccc3)c2C)cc1	6	-4	6	-1.0	21	0	-23	-14	2
Cc1cc(Cl)c(S(=O)(=O)Nc2ccc3c(c2)OCO3)cc1OCC(N)=O	2	0	3	-0.2	1	4	15	9	7
Cc1ccc2oc(C(=O)NCC3CCOCC3)c(C)c2c1	10	2	33	2.3	-10	-1	1	8	-3
O=C(NCc1cccnc1)c1ccc([N+](=O)[O-])o1	18	-1	12	-0.2	30	0	20	-8	2
Cc1cc(C)c(C)c(OCCN2CCOCC2)c1	-6	-2	30	9.3	-16	0	-7	-3	-2
Cc1c(C(=O)OCC(=O)N(C)Cc2ccccc2)oc2ccccc12	46	-3	28	0.6	-9	0	33	0	-2
Nc1ccccc1SC1CC(=O)N(c2ccc3c(c2)OCO3)C1=O (stereo not drawn)	1	0	-1	0.7	16	2	-4	-2	-4
CCC(C)(C)N=C(NC#N)Nc1cccnc1	14	-2	7	-1.6	17	x	-5	-2	-3
CN(C)Cc1c(C(=O)N/N=C/c2cccc3ccccc23)nnn1-c1nonc1N	12	-3	15	0.9	40	-7	5	-3	-1
CC(NC(=O)c1ccc(C23CC4CC(CC(C4)C2)C3)cc1)C(=O)O (stereo not drawn)	5	1	-5	-1.4	27	0	7	17	0
O=C(NCc1cc(C(F)(F)F)ccc1Cl)c1cccc2c1C(=O)c1ccc(Cl)cc1S2(=O)=O	12	-1	4	3.4	54*	x	-1	-6	3
CCCS(=O)(=O)N1CCN(C(=O)c2cc(OC)cc(OC)c2)CC1	5	2	1	1.0	9	3	5	10	1
Cc1c(Cl)cnc(NC(=O)COC(=O)Cc2coc3ccc4ccccc4c23)c1Cl	17	0	20	0.2	-6	-4	37	28	-1
Cc1ccc(OCC(O)CN2C(=O)NC(C)(C)C2=O)c(C)c1 (stereo not drawn)	9	0	11	-1.8	-2	0	6	-7	-2
O=C(c1cccc(S(=O)(=O)Nc2ccc(F)cc2)c1)N1CCOCC1	14	-1	9	-0.5	-6	2	0	1	-4
CCOc1ccc2nc(NC(=S)NCc3ccccc3)sc2c1	12	2	11	2.1	34	19*	28	37	-5
CCOc1ccc(NC(=O)c2ccccc2OCC(=O)c2ccccc2)cc1	11	10	20	4.8	16	5	33	45*	2
O=S(=O)(Nc1ccc(-c2nc3cccnc3s2)cc1)c1cccs1	14	6	3	3.9	29	-12	10	4	2
Cc1ccccc1SCC(=O)OCC(=O)NCc1ccccc1	1	0	-3	0.0	24	1	-3	-1	-4
O=C(NCCc1ccccc1)C1CCN(S(=O)(=O)N2CCOCC2)CC1	1	-5	-3	3.9	1	-1	2	7	-2
CN(CC(=O)NCc1cccs1)S(=O)(=O)c1cccc2cccnc12	20	-1	-10	0.8	-3	-2	18	12	3
CNC(=S)N/N=C/c1ccc(-c2cc([N+](=O)[O-])ccc2Cl)o1	-15	-3	4	0.1	47	6	3	-34	-1
CCNc1nc(NCC)n2c(SCC(=O)Nc3ccc(CC)cc3)nnc2n1	10	1	6	2.9	13	4	3	6	2
Cn1cc(C(=O)N2CCCC(Nc3ccc(F)cc3)C2)c2ccccc21 (stereo not drawn)	24	-4	8	-0.8	18	1	22	11	-3
Cc1ccc2[nH]c3c(=O)n(CC(=O)N4CC(C)CC(C)C4)ncc3c2c1 (stereo not drawn)	23	32*	13	4.1	16	0	27	18	-1
COCCNC(=O)CSc1nnc(-c2ccc(C)cc2)c(-c2ccc(C)cc2)n1	20	0	1	-2.1	7	-2	36	26	2
COCCSc1ccccc1C(=O)N1CCc2ccccc2C1	13	-2	10	-1.4	12	1	-5	-16	-1
O=C(CSc1nnc(-c2ccncc2)n1CC1CCCO1)Nc1nccs1 (stereo not drawn)	2	-1	19	2.9	-2	-1	9	-12	2
CCNc1ccc(S(=O)(=O)N(C)C)cc1[N+](=O)[O-]	7	4	0	0.0	11	-1	1	-3	0
Cc1ccccc1CC1(CO)CCCN(C(=O)c2cc(Cl)ccc2F)C1 (stereo not drawn)	30	0	7	-1.3	-28	-2	42*	-5	-2

# The last four compounds of the section above open the next one:
structure	tim23-1 inh	XBP1 UPR activ	NALP3 yeast inh	CHOP UPR activ	Mdm2 MdmX PPI	GRIN3A LBD mod	tim10-1 inh	TIM10 inh	APJ agonist
COCCSc1ccccc1C(=O)N1CCc2ccccc2C1	13	-2	10	-1.4	12	1	-5	-16	-1
O=C(CSc1nnc(-c2ccncc2)n1CC1CCCO1)Nc1nccs1 (stereo not drawn)	2	-1	19	2.9	-2	-1	9	-12	2
CCNc1ccc(S(=O)(=O)N(C)C)cc1[N+](=O)[O-]	7	4	0	0.0	11	-1	1	-3	0
Cc1ccccc1CC1(CO)CCCN(C(=O)c2cc(Cl)ccc2F)C1 (stereo not drawn)	30	0	7	-1.3	-28	-2	42*	-5	-2
CC(=O)c1ccc(-n2cc(-c3ccc(C(C)(C)C)cc3)[n+]3c2SCCC3)cc1	7	-3	-5	0.2	21	1	15	-1	-1
COc1ccc(N2CC(C(=O)NCc3nnnn3-c3ccc(C)c(C)c3)CC2=O)cc1 (stereo not drawn)	12	-4	13	-0.3	28	-1	17	3	-4
Cc1nc(C)c(C(=O)O)c(-c2ccsc2)c1C(=O)O	5	1	5	0.0	0	1	-4	36	1
CC(OC(=O)CN1C(=O)c2ccccc2C1=O)C(=O)NCc1ccccc1 (stereo not drawn)	-13	-3	14	0.0	14	-2	-19	-7	-4
CCCCOc1ccc(C(=O)OC(C)CN(C)C)cc1 (stereo not drawn)	-10	-1	11	-2.2	-2	-1	10	-9	-3
CC(NO)C(C)(C)NO (stereo not drawn)	0	2	11	0.5	20	2	-14	-2	-7
CCc1ccccc1NC(=O)CN(C)C(=O)CN1C(=O)NC2(CCCCCC2)C1=O	18	-3	0	-2.8	6	-11	2	-1	-2
Cc1ccccc1NC(=O)c1sc2nc(N3CCOCC3)c3c(c2c1N)CCCC3	17	2	3	5.3	-20	2	30	18	1
O=C(c1ccccc1)c1c[nH]c(C(=O)NNc2cccc(Cl)n2)c1	-1	-4	6	1.0	21	-2	-13	-17	1
CCOc1ccccc1C(=O)N(CN1CCCC1=O)c1ccc(C)c(Cl)c1	24	2	15	-0.9	4	1	6	5	-1
Cc1cc(OCC(=O)NCCCN2CCCC2=O)c2c(C)cc(=O)oc2c1	-20	-3	12	-0.4	13	-2	-9	-7	-3
CCCCCC1(C(=O)OCC)CC(CSC(=N)N)OC1=O (stereo not drawn)	-7	-2	7	-1.5	-12	1	11	2	-5
COc1ccc(CCNC(=O)CN(C)S(=O)(=O)c2ccc3nc(C)sc3c2)cc1OC	5	-4	4	1.3	8	-1	2	6	-4
NC(=O)NC(=O)CSc1nc(-c2ccccc2)c(-c2ccccc2)n1CC1CCCO1 (stereo not drawn)	22	-2	-5	-1.4	2	1	25	-9	-4
CCCNC(=O)COC(=O)c1ccc(-c2ccccc2)cc1	35	-1	13	-0.3	-20	1	33	14	-6
Cc1cc(/C=C2/C(=N)N3C(=NC2=O)SN=C3S(C)(=O)=O)c(C)n1-c1ccccc1F	11	1	12	3.7	-22	-24	23	25	-3
O=C(Nc1ccc(Cl)cc1)c1ccc2c(c1)OCO2	-8	0	-9	5.4	-242	-6	18	20	-1
O=C(NC(=S)Nc1cccc(NC(=S)NC(=O)c2ccco2)n1)c1ccco1	-23	4	10	0.5	6	-3	-66	-42	-2
COc1cc(C(=O)NCC(=O)OCC(=O)c2ccc[nH]2)cc(OC)c1OC	20	-3	5	1.5	-17	0	10	-12	2
CCC(C)[C@H](Nc1nc(-c2ccccc2)nc2c1oc1ccccc12)C(=O)O (stereo partly drawn)	29	-3	-26	-1.5	0	-4	28	4	2
CC1CC2(CC(C)(C(=O)CSc3nc4ccccc4s3)OC2=O)C(=O)O1 (stereo not drawn)	12	3	-1	-1.8	-20	2	10	6	-1
CC[C@]12c3[nH]c4ccccc4c3CCN1C(=O)C(CC(=O)NCc1cccc(C(F)(F)F)c1)C[C@@H]2C(=O)N1CCN(C(=O)C2CC2)CC1 (stereo partly drawn)	2	1	-2	13	25	-2	-6	9	-4
O=C(O)CCC(=O)NNC(=O)CCC1CCCCC1	10	-1	9	0.4	-5	-5	-11	2	0
CCOc1ccc(NS(=O)(=O)c2cc(OC)ccc2OC)cc1	16	-2	31	1.1	-8	-13	13	15	-4
O=C(Nc1ccccc1C(=O)N/N=C/c1ccccc1)c1ccco1	-3	-1	3	8.0	12	0	4	-20	-1
CC(C)C(NC(=O)c1ccccc1)C(=O)OCn1nnc2ccccc2c1=O (stereo not drawn)	24	-1	-5	0.1	13	0	16	10	-4
CCN(CC(=O)Nc1cccc(OC)c1)C(=O)c1cnc(Cl)c(Cl)c1	6	-4	10	-0.6	4	0	12	6	-2

# Quoted from the listing:
# `COc1cc(C(=O)NCC(=O)OCC(=O)c2ccc[nH]2)cc(OC)c1OC` in APJ agonist = 2
# `CCN(CC(=O)Nc1cccc(OC)c1)C(=O)c1cnc(Cl)c(Cl)c1` in tim23-1 inh = 6
# `COc1ccc(N2CC(C(=O)NCc3nnnn3-c3ccc(C)c(C)c3)CC2=O)cc1` (stereo not drawn) in Mdm2 MdmX PPI = 28
# `CC1CC2(CC(C)(C(=O)CSc3nc4ccccc4s3)OC2=O)C(=O)O1` (stereo not drawn) in tim10-1 inh = 10

# Source: PubChem (Sanford-Burnham Center for Chemical Genomics)
